Rab2A wt mod: changes GTP binding to wildtype dog Rab2A, up or down; GST-Rab2 wt beads, Bodipy-GTP binding, flow cytometry; GTP binding activity, % at 10 µM; 190,000 tested, 0.19% active; AID 760;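 active = GTP binding activity at least 20 points away from 100%, either lowered or raised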;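 also: 0% = beads with excess unlabeled GTP and 100% = no-compound control corrected for plate trend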
Rac1 wt GTP bind: human Rac1 wildtype GTP binding, inhibitors and activators. GTP binding activity (% of control), % at 10 µM. AID 757. P63000. 190,000 tested, 0.27% active. GST-Rac1 beads, fluorescent GTP binding, flow cytometry; actives lie on both sides; 0 = cold GTP competed, 100 = untreated;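 active = GTP binding activity at least 20 points away from the 100% control level, either lower or higher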
Rab7 wt modul: dog Rab7 wildtype GTP binding, inhibitors and activators. GST-Rab7 beads, fluorescent GTP binding, flow cytometry; actives lie on both sides; untreated = 100%, excess cold GTP = 0%. GTP binding activity (percent of control), % at 10 µM. 190,000 tested, 0.055% active. AID 758;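 active = fluorescent GTP binding to Rab7 beads changed by at least 20 points from the 100% baseline, either direction, mostly lower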;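 also: median green fluorescence of bound Bodipy-FL-GTP per Rab7 bead population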
Pf gamet viab: kills late stage P. falciparum gametocytes | P. falciparum stage V gametocytes, ATP luminescence, 24 h | 150,000 tested, 0.065% active | inhibition, % at 10.9 µM;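 active = inhibition above the mean plus 3 SD of compounds within the control limits, set per campaign, cut at about 38% in these data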;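 also: 0% = DMSO wells and 100% = medium only without gametocytes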
ABCB1 block: blocks JC-1 efflux by human ABCB1 transporter; inhibition, % at 6.6 µM; P08183; AID 1326; CCRF-Adr cells, flow cytometry; 190,000 tested, 0.067% active; in the data active = inhibition above about 40%;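 also: 0% = vehicle and 100% = reference inhibitor; higher value means more JC-1 retained so stronger ABCB1 efflux block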
HRas wt GTP bind: human HRas wildtype GTP binding, change in either direction | GST-Ras wt beads, Bodipy-FL-GTP binding, flow cytometry; actives lie on both sides | GTP binding activity, % at 10 µM | 190,000 tested, 0.14% active;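 active = GTP binding activity at least 20% away from the 100% baseline, either lowered as inhibitor or raised as activator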;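 also: 0% = unlabeled GTP competition control and 100% = no-compound control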
Target sequence (P01112 whole entry, looked up): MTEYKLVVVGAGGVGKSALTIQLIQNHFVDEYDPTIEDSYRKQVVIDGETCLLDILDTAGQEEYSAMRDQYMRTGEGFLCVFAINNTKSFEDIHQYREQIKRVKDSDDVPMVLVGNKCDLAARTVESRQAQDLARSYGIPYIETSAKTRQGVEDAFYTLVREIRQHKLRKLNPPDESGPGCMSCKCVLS
Mcl1 Noxa PPI: Mcl-1/Noxa interaction inhibition. TR-FRET Mcl-1/Noxa peptide binding, 2 h. Q07820. inhibition, % at 21.7 µM. 220,000 tested, 1.5% active;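 active = compounds that cut the protein-peptide binding signal by more than 50% relative to plate controls in a single-dose test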;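 also: His-tagged Mcl-1 with rhodamine Noxa BH3 peptide and terbium anti-His antibody; 0% = Mcl-1 plus Noxa peptide wells and 100% = peptide-only wells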
Target sequence (Q07820 whole entry, looked up): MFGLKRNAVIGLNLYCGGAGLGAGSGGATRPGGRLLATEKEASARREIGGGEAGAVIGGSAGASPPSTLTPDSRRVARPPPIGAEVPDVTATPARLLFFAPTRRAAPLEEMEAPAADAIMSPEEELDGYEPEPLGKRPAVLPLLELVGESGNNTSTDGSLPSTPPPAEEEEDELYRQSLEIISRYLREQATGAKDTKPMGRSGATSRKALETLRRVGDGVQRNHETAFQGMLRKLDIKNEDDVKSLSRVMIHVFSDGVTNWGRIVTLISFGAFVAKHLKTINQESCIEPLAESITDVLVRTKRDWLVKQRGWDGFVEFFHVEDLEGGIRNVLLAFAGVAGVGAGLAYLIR
Rac1 act GTP bind: alters GTP binding to activated mutant human Rac1; P63000; GST-Rac1 activated beads, fluorescent GTP binding, flow cytometry; actives lie on both sides; 100% means binding = to untreated wells; percent activity (GTP binding), % at 10 µM; 190,000 tested, 0.11% active;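 active = GTP binding at least 20 percentage points away from the 100% baseline, in either direction, so actives lie on both sides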
Cdc42 wt: modulators (inhibitors or activators) of GTP binding to human Cdc42 wildtype; AID 761; P60953; 190,000 tested, 0.2% active; percent activity (GTP binding), % at 10 µM; GST-Cdc42 beads, Bodipy-GTP binding, flow cytometry; actives lie on both sides;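 active = percent activity GTP binding at least 20 points away from the 100% baseline, either down as inhibitor or up as activator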;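 also: median bead fluorescence of bound Bodipy-FL-GTP at 100 nM; 0% = excess unlabeled GTP control and 100% = no compound control; below 100% means less GTP binding so inhibitor and above means activator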
Avidin fluor: avidin bead compound fluorescence profile; Avidin beads, compound fluorescence 488/530 nm, flow cytometry; active compounds read high; fluorescence (KMESF) at 10 µM; 220,000 tested, 0.38% active; AID 1775; in the data active = fluorescence above about 47; also: inactives centre near 10
ABCG2 inh: inhibitors of human ABCG2 transporter, ABCB1 counter-screen | Q9UNQ0 | IgMXP3 cells, JC-1 efflux, flow cytometry | inhibition, % at 6.6 µM | 190,000 tested, 0.1% active;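 active = inhibition above 80%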;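 also: 0% = DMSO and 100% = nicardipine control wells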
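Test system: IgMXP3 (ABCG2) plus far-red-tagged CCRF-Adr (ABCB1) cells / Amount: 3 million cells/mL in well / Reagent: JC-1 transporter substrate / Timing: 10 min compound exposure, 25 °C / Signal: flow cytometry, 530 nm JC-1 signal / Read-out: percent efflux inhibition, scaled nicardipine 100% to DMSO 0% / Benchmarks: nicardipine as high control, DMSO as low control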
Starred values were filed as active, the others as inactive; · = no result given.

canonical_smiles	Rab2A wt mod	Rac1 wt GTP bind	Rab7 wt modul	Pf gamet viab	ABCB1 block	HRas wt GTP bind	Mcl1 Noxa PPI	Rac1 act GTP bind	Cdc42 wt	Avidin fluor	ABCG2 inh
COc1cc(OC)c(NC2c3ccccc3C(=O)N2c2cc(C)ccn2)cc1Cl (stereo not given)	98	106	100	·	1.2	101	-2	99	102	24	6
Cn1c(=O)n(Cc2ccccc2)c2ccccc21	102	107	101	-11	-0.1	102	10	100	106	28	4
COc1ccc2c(c1)C(=O)N(c1ccccc1)C(=O)C2	92	95	94	·	1.2	96	-1	91	95	34	3
Cc1cccc(NC(=S)NCC2CCCO2)c1 (stereo not given)	101	101	99	1	0.4	100	1	102	101	27	2
Cc1ccc(NC2CCCCC2NS(=O)(=O)c2ccc(Cl)cc2)cc1 (stereo not given)	99	103	100	5	0.9	102	3	100	101	13	3
COCCCNCCCOc1ccc(Cl)cc1C(C)(C)C	100	104	99	12	0.3	101	-11	103	100	14	1
COCCCNC(=S)N(Cc1cccnc1)Cc1ccc(OC)c(OC)c1	97	97	92	·	·	96	-12	100	93	13	3
Cc1ccc(CNC(=S)Nc2cc(C)ccc2OC(F)F)cc1	97	95	107	-24	-0.1	99	-7	93	93	10	1
Cc1cc(/C=N/n2cnnc2)c(C)n1-c1ccc(OCc2ccc(F)cc2)cc1	100	101	97	·	0.9	98	15	96	99	9	12
CN(Cc1ccccc1)C(=S)Nc1ccc2nc3n(c(=O)c2c1)CCCCC3	97	94	93	-11	0.4	97	3	97	95	10	2
CCCCN(C)Cc1c(C(=O)N2CCc3ccccc3C2)nc2ccc(Cl)cn12	97	100	99	15	0.7	97	-3	96	95	8	1
CC(CS(=O)(=O)c1ccccc1[N+](=O)[O-])N1CCOCC1 (stereo not given)	98	102	93	·	0.6	99	5	95	101	9	0

Just Rab2A wt mod and Rac1 act GTP bind, for 3 of the compounds above:
| SMILES | Rab2A wt mod | Rac1 act GTP bind |
| --- | --- | --- |
| CN(Cc1ccccc1)C(=S)Nc1ccc2nc3n(c(=O)c2c1)CCCCC3 | 97 | 97 |
| CCCCN(C)Cc1c(C(=O)N2CCc3ccccc3C2)nc2ccc(Cl)cn12 | 97 | 96 |
| CC(CS(=O)(=O)c1ccccc1[N+](=O)[O-])N1CCOCC1 (stereo not given) | 98 | 95 |

(listing goes on)
canonical_smiles	Rab2A wt mod	Rac1 wt GTP bind	Rab7 wt modul	Pf gamet viab	ABCB1 block	HRas wt GTP bind	Mcl1 Noxa PPI	Rac1 act GTP bind	Cdc42 wt	Avidin fluor	ABCG2 inh
CCOC(=O)Cn1nc(-c2ccc(Cl)cc2)ccc1=O	101	107	101	·	1.2	100	16	99	101	24	13
COC(=O)c1c(N=CN(C)C)c(C#N)c2n1CCCC2	105	105	106	14	0.1	106	7	102	107	31	1
COc1cnn(-c2ccc(C)cc2)c(=O)c1Br	97	101	104	·	0.3	97	2	96	97	10	3
CCOC(=O)C1=C(N)n2c(s/c(=C\c3ccco3)c2=O)=C(C(=O)OCC)C1c1ccco1 (stereo not given)	97	100	99	·	0.8	100	14	96	100	14	3
Cc1ccc2[nH]c3c(N4CCN(Cc5ccc6c(c5)OCO6)CC4)ncnc3c2c1	92	96	97	11	0.8	92	9	94	92	6	-4
CCN(CC)CCNC(=O)c1ccc(Cl)c(S(=O)(=O)N2CCCCCC2)c1	99	101	100	1	0.2	100	15	98	98	5	0
COc1ccc(-c2c[n+]3c4n2CCCCC4=C(c2ccc(Br)cc2)C3)cc1	103	101	104	·	0.7	104	26	99	103	21	2
Cc1nn(CC(=O)NCCCN2CCOCC2)c(C)c1[N+](=O)[O-]	93	90	91	·	-0.1	95	1	90	92	12	0
CC(C)[C@H](NC(N)=O)C(=O)Nc1cccc([N+](=O)[O-])c1	97	100	103	-14	0.7	97	-12	95	97	11	3
CN(C)C(=O)c1c(C(F)(F)F)nn(C)c1Cl	101	101	104	-10	0.9	101	8	99	99	11	8
O=C1CN(CC(=O)NC(=O)NCc2ccccc2)CCN1	97	104	104	-16	0.2	101	3	101	98	3	-1

Grouped by structure, the compounds so far with bromine.
canonical_smiles	Rab2A wt mod	Rac1 wt GTP bind	Rab7 wt modul	Pf gamet viab	ABCB1 block	HRas wt GTP bind	Mcl1 Noxa PPI	Rac1 act GTP bind	Cdc42 wt	Avidin fluor	ABCG2 inh
COc1cnn(-c2ccc(C)cc2)c(=O)c1Br	97	101	104	·	0.3	97	2	96	97	10	3
COc1ccc(-c2c[n+]3c4n2CCCCC4=C(c2ccc(Br)cc2)C3)cc1	103	101	104	·	0.7	104	26	99	103	21	2
